High-throughput results as filed in PubChem BioAssay.
NR2E3 ag-1: agonists of human NR2E3 nuclear receptor. AID 602229. Q9Y5X4. inhibition of corepressor binding, % at 3.98 µM. CHO-S Gal4-NCOR/VP16-NR2E3 two-hybrid, luciferase. hit rate 0.35% among 360,000;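 active = inhibition above the mean of all tested compounds plus 3 SD, cut at about 70% in these data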;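 also: 0% = DMSO with NR2E3 transfected cells and 100% = cells lacking NR2E3 construct; higher means lower luciferase signal from less NR2E3 corepressor binding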
HIF-2a inh: HIF-2a inhibition; 786-0 RCC cells HIF-2a reporter, luciferase luminescence, overnight; inhibition, % at 18.8 µM; hit rate 0.72% among 360,000; AID 624352;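 active = inhibition of the luminescence signal of 40% or more relative to plate controls, in a single-dose primary screen at 18.75 µM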
CaV13 ICDI inh: Disruptors of the CACNA1D IQ motif to Ca2+-dependent inactivation inhibitor domain association, primary screening, Förster resonance energy transfer in intact living …; HEK cells, CFP/YFP FRET ICDI-IQ, plate reader, 10 min; percent FRET-ratio fall versus neutral wells; inhibition, % at 12.3 µM; hit rate 0.098% among 340,000;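 active = mean replicate inhibition of at least 30% and at least 1% of replicates passing that level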;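 also: 0% = median of the neutral control wells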
Peg3 promoter: reduces Peg3 promoter-driven luciferase expression in HeLa; AID 588405; HeLa PEG-Prom luciferase reporter, luminescence, overnight; inhibition, % at 20 µM; hit rate 1.7% among 360,000;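 active = inhibition of at least 50% at 20 µM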
hiPSC survival: enhancers of human iPSC single-cell survival; hiPSC single-cell survival, ATPlite luminescence; 100% = ROCK inhibitor wells, 0% = DMSO; hit rate 0.044% among 360,000; AID 602274; survival enhancement, % at 20 µM; in the data active = survival enhancement above about 18%;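 also: cells exposed to compounds for 16 hours before the ATP read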
NR2E3 ag-2: activates human photoreceptor nuclear receptor NR2E3. hit rate 0.12% among 320,000. Q9Y5X4. inhibition of corepressor binding, % at 4.78 µM. GST-NR2E3/biotin-RetCOR TR-FRET, 1536-well. AID 2300;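 active = percent inhibition above the cutoff of mean plus 3 SD of all tested compounds, set per screening campaign, cut at about 20% in these data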;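 also: 0% = DMSO wells and 100% = biotin wells as full block of FRET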
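Material – GST-tagged NR2E3 plus biotinylated RetCOR corepressor · Quantity – NR2E3 fusion 1.35 nM · Times – 5 h incubation at 4 °C · Medium – pH 7.5 Tris-based buffer · Technique – TR-FRET, Eu(K)-anti-GST donor, streptavidin-D2 acceptor, ex 340, em 617/671 nm · Benchmarks – high control biotin, low control 0.6% DMSO · Format – 1536-well plates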
m5-HT2A agonist: agonists of mouse serotonin 5-HT2A receptor (HTR2A) | CHO-K1 mHTR2A beta-arrestin complementation, luminescence; percent of 30 µM serotonin response | AID 624169 | P35363 | activation, % at 7.6 µM | hit rate 0.66% among 360,000;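 active = activation above a run cutoff, the mean activation of all tested compounds plus 3 SD, cut at about 14% in these data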;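 also: 0% = plate median of compound wells and 100% = 30 µM serotonin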
Target sequence (P35363 whole entry, looked up): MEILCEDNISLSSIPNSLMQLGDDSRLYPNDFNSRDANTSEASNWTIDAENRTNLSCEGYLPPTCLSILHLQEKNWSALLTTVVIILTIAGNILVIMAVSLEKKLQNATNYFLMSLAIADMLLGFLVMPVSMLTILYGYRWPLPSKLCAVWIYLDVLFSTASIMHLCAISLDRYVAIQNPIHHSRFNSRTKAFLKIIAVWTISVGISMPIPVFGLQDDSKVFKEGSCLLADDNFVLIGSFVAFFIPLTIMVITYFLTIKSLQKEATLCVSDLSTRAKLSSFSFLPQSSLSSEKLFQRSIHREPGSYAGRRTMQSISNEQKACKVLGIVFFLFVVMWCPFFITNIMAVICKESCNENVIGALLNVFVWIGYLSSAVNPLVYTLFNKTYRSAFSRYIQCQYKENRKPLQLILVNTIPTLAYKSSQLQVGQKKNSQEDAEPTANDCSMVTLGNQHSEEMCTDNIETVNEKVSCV
PDI inh: inhibitors of human protein disulfide isomerase; P07237; PDI insulin aggregation turbidity, A650, 90 min; inhibition, % at 10 µM; hit rate 0.052% among 350,000;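 active = mean inhibition across replicates of 30% or more, whatever share of single replicates reach that level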;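 also: absorbance from insulin aggregation driven by PDI reduction with DTT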
Target sequence (P07237 whole entry, looked up): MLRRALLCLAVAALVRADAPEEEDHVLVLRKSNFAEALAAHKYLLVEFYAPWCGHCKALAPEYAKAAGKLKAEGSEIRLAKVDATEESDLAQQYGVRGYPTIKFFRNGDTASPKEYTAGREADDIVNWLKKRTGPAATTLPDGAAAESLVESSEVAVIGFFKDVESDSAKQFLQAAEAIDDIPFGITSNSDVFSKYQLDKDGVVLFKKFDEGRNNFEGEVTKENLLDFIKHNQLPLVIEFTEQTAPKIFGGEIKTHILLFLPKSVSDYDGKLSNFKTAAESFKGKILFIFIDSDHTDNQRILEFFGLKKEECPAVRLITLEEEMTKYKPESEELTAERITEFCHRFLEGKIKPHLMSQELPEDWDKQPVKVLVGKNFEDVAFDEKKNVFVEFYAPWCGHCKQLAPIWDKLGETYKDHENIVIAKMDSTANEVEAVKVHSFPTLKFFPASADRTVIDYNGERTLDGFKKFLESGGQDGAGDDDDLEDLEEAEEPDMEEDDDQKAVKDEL
Shn3 inh set2: Schnurri-3 reporter inhibition in Clone20 osteoblasts; inhibition, % at 12.5 µM; hit rate 0.52% among 360,000; AID 588674; Clone20 osteoblast Shn3 3'UTR firefly luciferase, 24 h;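 active = mean inhibition of at least 75% with every replicate also reaching 75%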;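 also: 0% = median of neutral control wells and 100% = pilot-screen positive control compound; some compounds past the cut are filed as inactive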
Cardio protect: protects H9c2 cardiomyocytes from peroxide injury; hit rate 0.63% among 360,000; protection from H2O2 cell death, % at 20 µM; H2O2 injury protection, ATPLite, 2 h;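 active = compounds giving at least 50% protection of heart cells from peroxide-induced death in the single-dose screen, raw or plate-pattern-corrected value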;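 also: 0% = DMSO wells with peroxide and 100% = DMSO wells without peroxide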
TRPM1 prom inh: reduces MITF-dependent TRPM1 promoter luciferase signal; inhibition, % at 12.5 µM; SK-MEL-5 TRPM1 promoter luciferase, 24 h; hit rate 0.83% among 330,000;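 active = mean inhibition across replicates of 60% or more, whatever share of single replicates reaches that level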; also: values of inactives mirror those of a sister screen read the other way
Active calls of the source: *; x = not tested or not shown.

Sequence of screens – NR2E3 ag-1 | HIF-2a inh | CaV13 ICDI inh | Peg3 promoter | hiPSC survival | NR2E3 ag-2 | m5-HT2A agonist | PDI inh | Shn3 inh set2 | Cardio protect | TRPM1 prom inh
COc1ccc(CCN2CC(C(=O)NCCc3ncccc3C)CCC2=O)cc1 (stereo unspecified)
→ 5 | 5 | -4 | 6 | 1.3 | x | 4 | 14 | 0 | -4 | x
Cc1cc2nc(SCCN3CCCC3)[nH]c2cc1C
→ -23 | -61 | x | -99 | -0.8 | 2 | -4 | -4 | -27 | -7 | -12
Cc1occc1C(=O)Nc1cccc(C(F)(F)F)c1
→ -1 | -17 | -10 | -24 | 0.9 | 2 | -1 | 10 | 5 | -6 | -12
CCOC(=O)C(O)C1CCc2c([nH]c3ccc(C)cc23)C1=O (stereo unspecified)
→ -28 | -57 | -4 | 2 | -0.6 | -3 | 5 | -3 | -17 | -3 | -5
O=c1cc(-c2ccccc2)nc2nc(SCc3ccccc3)[nH]n12
→ -16 | -43 | -5 | -6 | 31* | -2 | 7 | -6 | 23 | 0 | -4
CN(C)S(=O)(=O)c1ccc(N2CCCC2)c(C(=O)NCC2COc3ccccc3O2)c1 (stereo unspecified)
→ 18 | -7 | -3 | 11 | -0.3 | -1 | -5 | 2 | 4 | 5 | 12
O=C(c1ccc2snnc2c1)N1CCN(c2ccccc2)CC1
→ -10 | 10 | x | 1 | 0.4 | 2 | 2 | -5 | -6 | 2 | 8
COC(=O)Nc1ncc(CN2CCCCC2)s1
→ -14 | 13 | -9 | -2 | 1.1 | 0 | 2 | -3 | -10 | 1 | 3
O=C1NCCN1C(=O)C12CC3CC(CC(C3)C1)C2
→ 5 | 17 | x | 16 | -1.4 | -1 | 0 | -3 | -10 | -6 | 1
O=C(N/C(=C/c1ccccc1Cl)C(=O)N1CCCC1)c1ccccc1
→ -9 | 11 | -2 | -2 | 0.0 | 4 | 1 | 1 | 2 | 11 | 11
c1ccc(-c2nc(C3CCCCC3)c3sccc3n2)cc1
→ -6 | 11 | -5 | 10 | 8.3 | 17 | -2 | -6 | -2 | -2 | -4
O=C1CC(N2CCOCC2)C(=O)N1c1ccccc1Cl (stereo unspecified)
→ -12 | 16 | -5 | -10 | 3.1 | 1 | 0 | 6 | -4 | 1 | 4
COc1cccc(/C=N/NC(=O)CN(C)S(=O)(=O)c2ccccc2)c1OC
→ -25 | -128 | -2 | -92 | 0.9 | 5 | 2 | -9 | 1 | -5 | -41
CCOC(=O)c1c(C)[nH]c(C)c1C(=O)COC(=O)/C=C/c1cccc(C(F)(F)F)c1
→ -21 | 13 | -5 | 6 | 0.9 | 3 | -2 | 8 | -4 | -7 | -6
CCOC(=O)NN1C(=O)c2ccccc2NC1(C)C
→ 5 | 14 | -4 | -9 | -0.2 | -3 | 12 | -5 | -1 | -1 | 4
CSC1=NCCN1S(=O)(=O)c1ccc(C)cc1
→ -2 | 2 | -4 | 12 | -1.7 | -4 | -3 | 2 | -4 | -5 | -3
Cc1nn(C)c2c(=O)c(=O)c2n(C)[nH]1
→ 7 | 14 | -14 | -2 | 0.7 | 1 | 1 | 2 | 14 | 4 | 4
CCc1nn2c(=O)cc(COc3cccc(NC(=O)c4ccco4)c3)nc2s1
→ -4 | -12 | -5 | 24 | 0.8 | -3 | 2 | -3 | 4 | 15 | -10
CCc1nonc1NC(=O)c1oc2cc(C)c(Cl)cc2c1C
→ 5 | -34 | -4 | -32 | -0.5 | 0 | 4 | -1 | -16 | -3 | -29
CC(=O)Nc1ccc(Oc2nc(-c3cccnc3)nc3sc4c(c23)CCCC4)cc1
→ -23 | 15 | x | 8 | -0.4 | 4 | 4 | -4 | -2 | 7 | 1
O=C(NC1CCCCC1)c1cccc2c1C(=O)c1ccc(N3CCC(Cc4ccccc4)CC3)cc1S2(=O)=O
→ 0 | 1 | -44 | 0 | 0.3 | x | 0 | -3 | 16 | 0 | 6
CC(C)C1C(=O)N(Cc2cn(CCC3OCCO3)nn2)CCS(=O)(=O)N1Cc1ccc(-c2ccc(F)cc2Cl)cc1 (stereo unspecified)
→ 26 | 8 | -8 | 6 | -0.7 | x | 8 | x | 26 | -4 | x
CCOC(=O)C1=C(C)NC(SC)=NC1c1ccc(OC)cc1 (stereo unspecified)
→ -4 | 6 | x | 6 | -0.4 | -1 | -3 | -10 | 5 | 12 | 6
O=C1NC(c2cccc([N+](=O)[O-])c2)=CCN1c1ccccc1O
→ 6 | -6 | 7 | -11 | -0.1 | 0 | -1 | 3 | 1 | 5 | 12
CCCC1CC(C)(C(=O)CSc2n[nH]c(-c3ccccc3)n2)OC1=O (stereo unspecified)
→ -11 | 1 | -1 | 2 | 0.9 | -6 | -4 | 2 | -4 | 2 | 6
CCC(=O)N=c1sc2c(OC)ccc(OC)c2n1C
→ -27 | 3 | -10 | 5 | -1.8 | 3 | -2 | x | 7 | -4 | -2
Cc1cccc(N2CC(C(=O)Nc3ccc(N4CCOCC4)cc3)CC2=O)c1C (stereo unspecified)
→ 5 | -4 | -10 | 20 | 1.6 | x | 2 | 0 | -11 | 1 | 3
Cn1c(O)c(N=NC(=S)Nc2ccccc2F)c2cc(S(=O)(=O)N3CCOCC3)ccc21
→ -12 | 26 | -1 | 34 | -0.8 | x | -2 | 1 | 72 | 33 | 31
COc1ccc(C=NCCCN2CCOCC2)cc1
→ 1 | 9 | -7 | 2 | 4.8 | 4 | -3 | 2 | 2 | 17 | -1
CC(NC(=O)c1ccccc1Cl)C1COc2ccccc2O1 (stereo unspecified)
→ -17 | -125 | x | -99 | 0.7 | -4 | 1 | -4 | x | 0 | -35
Cc1ccc(Oc2nnc(-c3ccccc3)cc2C#N)cc1
→ -19 | -8 | -4 | 9 | -0.9 | 1 | 4 | 8 | -46 | -6 | -6
CCN(CC(=O)Nc1cccc(S(=O)(=O)N(C)c2ccccc2)c1)Cc1ccccc1
→ -2 | 14 | -4 | 32 | 0.8 | 7 | -8 | 7 | 39 | 2 | 15
COc1ccc(C2Nc3ccccc3C(=O)N2Cc2ccco2)cc1COc1ccccc1F (stereo unspecified)
→ -34 | 35 | -2 | -11 | 3.6 | -3 | -1 | -5 | 10 | 6 | 9
Cc1cc(NC(=O)CS(=O)c2cn(Cc3cccc(Cl)c3)c3ccccc23)no1 (stereo unspecified)
→ 6 | 20 | -4 | 14 | -2.7 | x | 0 | 5 | 22 | -15 | x
COc1ccccc1C(=O)Nc1cccc2c1CCCC2
→ -14 | -84 | -6 | -36 | 0.6 | 1 | -1 | 6 | -5 | 16 | 1
O=C(CCCn1c(=O)[nH]c2cc(Cl)ccc2c1=O)N1CCN(c2ccc([N+](=O)[O-])cc2)CC1
→ -8 | 14 | x | 14 | 0.0 | x | 3 | 1 | 46 | -12 | 16
NC(=O)c1ccc(Oc2ccc3c(c2)CCC3)c([N+](=O)[O-])c1
→ 17 | 12 | -4 | -4 | 0.9 | 2 | -4 | 1 | 12 | -4 | -2
CN(c1ccc(C(=O)Nc2cccnc2)cc1)S(C)(=O)=O
→ 4 | -21 | -1 | -4 | 5.8 | 2 | 0 | 9 | -14 | -3 | 0
Cc1cc(C)n(-c2nc3ccccc3nc2N2CCCC2)n1
→ -22 | 9 | -6 | 10 | -1.6 | 2 | 2 | 3 | 41 | 4 | 8
COc1cccc(-c2cnc(C(O)c3ccc(F)cc3)[nH]2)c1 (stereo unspecified)
→ -53 | -139 | -11 | -127 | 0.8 | x | 4 | -2 | -38 | -4 | x
O=C1C(=O)N(CCCn2ccnc2)C(c2cccnc2)/C1=C(/O)c1ccc(F)cc1 (stereo unspecified)
→ -21 | 12 | -5 | 3 | -0.2 | -5 | 7 | 0 | -5 | 2 | -1
O=C(Nc1ccccc1Cl)OCC#CCOC(=O)Nc1ccccc1Cl
→ -34 | -10 | -6 | -8 | -2.9 | x | 2 | -8 | 6 | -10 | x
O=C(NCCOc1nc(N2CCOCC2)nc(N2CCOCC2)n1)Nc1ccccc1
→ 17 | 23 | -4 | 13 | -2.5 | -4 | 0 | -5 | 6 | 4 | -14
CC(=O)c1cccc(NC(=O)c2cc(-c3ccco3)nc3ccccc23)c1
→ -4 | 2 | -7 | 36 | 0.0 | 0 | -2 | -6 | -16 | 38 | 8
Cc1cccnc1NC(=S)NC(=O)/C=C/c1ccccc1
→ -41 | -286 | -2 | -225 | 3.5 | -3 | -3 | 2 | -6 | -1 | -31

Entries from the list above that have a thiophene ring, fused or not:
Sequence of screens – NR2E3 ag-1 | HIF-2a inh | CaV13 ICDI inh | Peg3 promoter | hiPSC survival | NR2E3 ag-2 | m5-HT2A agonist | PDI inh | Shn3 inh set2 | Cardio protect | TRPM1 prom inh
c1ccc(-c2nc(C3CCCCC3)c3sccc3n2)cc1
→ -6 | 11 | -5 | 10 | 8.3 | 17 | -2 | -6 | -2 | -2 | -4
CC(=O)Nc1ccc(Oc2nc(-c3cccnc3)nc3sc4c(c23)CCCC4)cc1
→ -23 | 15 | x | 8 | -0.4 | 4 | 4 | -4 | -2 | 7 | 1

(continued)
Sequence of screens – NR2E3 ag-1 | HIF-2a inh | CaV13 ICDI inh | Peg3 promoter | hiPSC survival | NR2E3 ag-2 | m5-HT2A agonist | PDI inh | Shn3 inh set2 | Cardio protect | TRPM1 prom inh
CCC(C)(CC(=O)Nc1nccs1)c1ccccc1 (stereo unspecified)
→ -2 | 9 | -19 | 12 | -0.6 | 0 | 0 | -5 | -1 | 2 | 7
COc1ccc(C2C(C#N)C(C#N)N3CCCN23)cc1 (stereo unspecified)
→ -7 | 15 | -4 | 6 | 0.4 | 0 | -2 | -2 | -1 | 6 | 1
O=C1NC[C@H](c2ccccc2)N(CCc2cccc(F)c2)C1=O
→ 0 | 12 | -7 | 1 | 5.0 | 4 | -2 | 6 | -5 | -2 | 0
Cc1ccc(C)c(Oc2coc3cc(O)ccc3c2=O)c1
→ 7 | 9 | -20 | 16 | 1.1 | 0 | -3 | -3 | 7 | -3 | 9
Cc1ccc(NC(=O)CCNS(=O)(=O)c2cccc3nsnc23)cc1
→ 4 | 5 | -5 | 6 | -1.0 | -1 | -4 | 3 | -2 | 5 | -9
OC1CCCCC1Sc1nc2ccccc2s1 (stereo unspecified)
→ -74 | -198 | -5 | -206 | 2.4 | 3 | 0 | 0 | -51 | -1 | -57
NC1=NC(=O)/C(=C\c2ccc(-c3ccc(Cl)cc3)o2)S1
→ -33 | -81 | -6 | -52 | -4.2 | 1 | -12 | -7 | -20 | 9 | 7
[N-]=[N+]=NC[C@H](Cc1ccccc1)N1CC[C@@H](NC(=O)OCc2ccccc2)CCC1=O
→ -35 | -2 | 12 | -5 | 4.3 | 1 | 1 | 8 | 7 | -1 | -1
COc1ccc(-c2nc(N/N=C(\C)c3ccc(O)cc3)c3ccccc3n2)cc1
→ -99 | -186 | 1 | -31 | -0.4 | -3 | -4 | 0 | 3 | 2 | -20
